TEAD-YAP block = TEAD-YAP interaction inhibition, primary screen, TEAD-YAP interaction inhibitor project, luminescence, HEK-TIYL cells; AID 1259422, 2018; inhibition, % at 9.12 µM; TEAD-Gal4/YAP UAS-luciferase luminescence; 640,000 tested, 1.4% active; in the data active means inhibition above about 32%;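 further: 0% = median of test compound wells and 100% = reference inhibitor wells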
GPR151 ag = activators of human GPR151, primary screen, cell-based, PathHunter beta-arrestin, luminescence | 650,000 tested, 1% active | AID 1508602, 2020 | PathHunter beta-arrestin GPR151 cells | activation, % at 11.2 µM | G-protein coupled receptor 151 (Homo sapiens), Q8TDV0; in the data active means activation above about 4.9%;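 further: 0% = median of compound wells and 100% = cells with positive control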
Target sequence (Q8TDV0 whole entry, looked up): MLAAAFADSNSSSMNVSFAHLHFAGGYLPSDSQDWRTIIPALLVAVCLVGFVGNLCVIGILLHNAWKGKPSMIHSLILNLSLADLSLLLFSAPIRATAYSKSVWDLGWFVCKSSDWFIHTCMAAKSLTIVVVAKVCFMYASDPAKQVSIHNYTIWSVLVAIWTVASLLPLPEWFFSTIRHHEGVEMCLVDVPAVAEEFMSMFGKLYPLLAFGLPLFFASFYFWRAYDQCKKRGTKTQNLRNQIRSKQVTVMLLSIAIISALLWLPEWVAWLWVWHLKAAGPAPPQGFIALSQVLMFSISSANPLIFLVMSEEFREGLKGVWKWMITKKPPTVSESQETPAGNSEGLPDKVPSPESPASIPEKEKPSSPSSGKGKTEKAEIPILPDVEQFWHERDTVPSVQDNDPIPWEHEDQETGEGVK
MITF primary = MITF inhibitors, primary screen, biochemical, AlphaScreen, human; Microphthalmia-associated transcription factor (Homo sapiens), O75030; AlphaScreen MITF homodimerization, bead proximity signal; inhibition, % at 2.6 µM; 650,000 tested, 0.91% active; in the data active means inhibition above about 50%;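 further: 0% = vehicle wells with protein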
FBW7 act = FBW7 E3 ligase activators, primary screen, biochemical, AlphaScreen, human | F-box/WD repeat-containing protein 7 (Homo sapiens), Q969H0 | AlphaScreen FBW7–phospho-cyclin E peptide binding, activator screen | normalized activity (activation), % at 26.1 µM | 650,000 tested, 0.13% active; in the data active means normalized activity above about 1.9%;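 further: purified mutant Fbw7 with reduced substrate affinity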
Target sequence (Q969H0 whole entry, looked up): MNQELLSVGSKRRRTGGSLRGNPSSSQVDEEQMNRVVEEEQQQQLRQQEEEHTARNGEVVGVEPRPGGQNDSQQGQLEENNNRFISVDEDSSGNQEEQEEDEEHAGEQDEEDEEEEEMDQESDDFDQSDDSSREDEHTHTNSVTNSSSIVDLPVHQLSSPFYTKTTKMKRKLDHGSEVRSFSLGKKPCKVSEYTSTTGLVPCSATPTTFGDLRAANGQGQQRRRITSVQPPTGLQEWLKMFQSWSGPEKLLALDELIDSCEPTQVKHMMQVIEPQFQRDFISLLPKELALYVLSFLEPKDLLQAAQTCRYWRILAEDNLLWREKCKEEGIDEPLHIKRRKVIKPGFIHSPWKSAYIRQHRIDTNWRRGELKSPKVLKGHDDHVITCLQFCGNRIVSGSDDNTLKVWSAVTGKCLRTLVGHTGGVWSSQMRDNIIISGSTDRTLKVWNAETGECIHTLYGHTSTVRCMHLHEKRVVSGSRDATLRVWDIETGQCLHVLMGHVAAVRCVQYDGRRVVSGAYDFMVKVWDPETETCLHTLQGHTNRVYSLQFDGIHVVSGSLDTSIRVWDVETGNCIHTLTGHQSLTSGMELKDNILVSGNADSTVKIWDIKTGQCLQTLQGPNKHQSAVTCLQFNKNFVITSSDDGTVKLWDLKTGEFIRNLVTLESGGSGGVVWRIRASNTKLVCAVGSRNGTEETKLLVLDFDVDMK
* marks the source's active call; other numbers are inactive results; . = no result given.

Sequence of screens: TEAD-YAP block	GPR151 ag	MITF primary	FBW7 act
1	O=[N+]([O-])c1cccc(Cl)c1N1CCN(S(=O)(=O)c2ccc(Cl)cc2)CC1
    -5	-0.9	6	-0.5
2	CCOC(=O)N1CCN(C(=O)c2ccc(N3CC4CC(C3)c3cccc(=O)n3C4)c(NC(=O)c3ccncc3)c2)CC1 (configuration not stated)
    -5	-1.7	11	0.2
3	O=C(Nc1nc(-c2cc([N+](=O)[O-])cs2)cs1)C1=COCCO1
    -8	1.5	-6	0.0
4	COc1ccc(-c2cn3c(n2)/c(=C2\CCCN2)c(=O)n3-c2ccccc2)cc1
    -5	-1.8	23	0.4
5	Cc1ccc2cccc(SCC(=O)NCc3ccco3)c2n1
    0	-0.3	0	-0.3
6	CS(=O)(=O)N(Cc1ccccc1Cl)c1ccc(C(=O)Nc2ccc3c(c2)OCO3)cc1
    10	0.8	12	0.1
7	c1ccc(OCCNc2nc(Nc3ccc4ncccc4c3)nc3c2ncn3C2CCCCC2)cc1
    1	-0.7	3	-0.1
8	O=C(O)COc1cc(OCC(=O)O)c2c3c(c(=O)oc2c1)CCC3
    8	2.4	8	0.2
9	CCOc1cc(C(=O)Nc2ccc(NC(=O)c3cc4ccccc4o3)c(OC)c2)cc(OCC)c1OCC
    8	0.2	-8	0.0
10	N#Cc1ccc(N2CCN(CCCNC(=O)Nc3ccccc3)CC2)cc1
    -3	5.0*	3	-0.1
11	c1ccc(N2CCN(Cc3cn4ccccc4n3)CC2)nc1
    -7	1.6	-5	-0.2
12	CC(C)(C)C#CC(=O)C#CC(C)(C)C
    14	1.6	2	0.0
13	O=C(O)c1cc(/C=N/N(CCO)C2=NS(=O)(=O)c3ccccc32)ccc1O
    -7	-0.7	10	0.0
14	O=c1oc(-c2ccc([N+](=O)[O-])cc2)nc2ccccc12
    5	-7.3	3	-0.1
15	COC(=O)c1cc(S(=O)(=O)Nc2cc(C)ccc2C)c[nH]1
    17	-1.1	10	0.5
16	CCCC(O)(CCN(CC)CC)c1ccc(OC(C)C)cc1 (configuration not stated)
    -3	-0.9	1	-0.2
17	Cc1ccc(S(=O)(=O)NCCc2csc(-c3ccccc3)n2)cc1
    1	1.8	6	0.0
18	Cn1ccnc1CNC(=O)CN1Cc2ccccc2OC(c2ccsc2)C1 (configuration not stated)
    2	0.8	-1	-0.1
19	O=c1c2ccccc2ncn1Cc1ccccc1Cn1cnc2ccccc2c1=O
    6	0.0	12	0.0
20	CCc1ccc(-n2c(=S)sc3c(=O)n(-c4ccccc4)c(SCC(=O)O)nc32)cc1
    -2	-0.1	-7	0.0

Individual results from the results shown.
entry 12 in GPR151 ag is listed with 1.6
entry 20 in TEAD-YAP block is listed with -2
entry 11 in GPR151 ag is listed with 1.6

Later entries.
Sequence of screens: TEAD-YAP block	GPR151 ag	MITF primary	FBW7 act
21	COC(=O)c1cc(CNC(=O)CC2CCCCC2)cc(NC(=O)c2ccco2)c1
    0	0.9	-13	-0.1
22	CN(C)c1nc(Oc2ccc(=O)n(C)n2)nc(N2CCOCC2)n1
    -5	0.0	-3	-0.1
23	O=C(NCc1ccccn1)c1ccc(CSCc2cccc(Cl)c2)o1
    -6	0.0	5	-0.3
24	CN(C)c1cccc(Nc2cccc(C(=O)NC3CC3)n2)c1
    6	-0.5	-4	-0.1
25	O=S(=O)(Nc1nc2ccccc2s1)NC1CCCCC1
    0	0.8	2	-0.1
26	CCOC(=O)c1cc[n+](CC(=O)c2ccc3ccccc3c2)cc1
    4	-0.3	-8	0.0
27	C[C@@H](O)[C@@H]1NC(=O)[C@@H]2C[C@H](NCc3cn(C)nc3-c3ccccc3)CN2C1=O
    4	-0.7	-6	-0.2
28	CCC(Sc1nc(=O)cc(N)n1CCc1ccccc1)C(=O)Nc1cc(C)on1 (configuration not stated)
    -5	0.2	1	0.1
29	O=C(NC1=NCCS1)c1cc2nc(Nc3ccccc3)sc2s1
    -24	-1.6	-12	-0.2
30	Cc1cc(C23CC4CC(CC(C4)C2)C3)ccc1N
    4	1.0	3	-0.1

Record cards, as listed above. Order of screens: TEAD-YAP block | GPR151 ag | MITF primary | FBW7 act
CN(C)c1nc(Oc2ccc(=O)n(C)n2)nc(N2CCOCC2)n1 in the list: -5 | 0.0 | -3 | -0.1
CN(C)c1cccc(Nc2cccc(C(=O)NC3CC3)n2)c1 in the list: 6 | -0.5 | -4 | -0.1

Screen by screen, from the results shown.
Nos. 15–21 in GPR151 ag read -1.1, -0.9, 1.8, 0.8, 0.0, -0.1, 0.9

Continued:
Sequence of screens: TEAD-YAP block	GPR151 ag	MITF primary	FBW7 act
31	CN1C(=O)/C(=C/c2ccc(F)cc2)NC1=S
    -1	0.3	14	0.2
32	CC(=O)N(C(C)=O)c1cc(C(=O)O)ccc1Sc1ccc(Br)cc1
    -2	0.8	2	0.2
33	CCC12CN3CC(CC)(CN(C1)C(=O)c1ccccc1C3=O)C2=O
    1	1.8	-3	-0.1
34	COc1ccccc1N1CCN(C(=O)c2ccc3nc4ccc(Cl)cc4c(=O)n3c2)CC1
    7	-0.1	4	-0.1
35	COc1ccc(Cl)cc1-n1cnc2cc(C(=O)NCC(OC)OC)ccc21
    -3	-1.2	-2	0.1
36	Cc1ncc(CO)c(/C=N/NC(=O)c2ccc(C(C)(C)C)cc2)c1O
    83*	0.4	15	-0.3
37	CC(C)n1cnc2c(NC3CCN(Cc4ccccc4)CC3)nc(Nc3ccccc3)nc21
    15	-0.1	8	-0.2
38	COc1ccc(-c2noc(CC(=O)N3CCN(c4cc(C)ccc4C)CC3)n2)cc1
    -1	-0.6	6	-0.1
39	CC(C)CC(=O)Nc1c(C(=O)Nc2ccccc2F)oc2ccccc12
    4	-0.4	12	0.4
40	COCCCN1C(=O)/C(=C\c2cccs2)C(C(=O)OC)=C1C
    3	-0.1	-11	-0.1

Only MITF primary, for three of the compounds above:
nr | Molecule | MITF primary
4 | COc1ccc(-c2cn3c(n2)/c(=C2\CCCN2)c(=O)n3-c2ccccc2)cc1 | 23
26 | CCOC(=O)c1cc[n+](CC(=O)c2ccc3ccccc3c2)cc1 | -8
19 | O=c1c2ccccc2ncn1Cc1ccccc1Cn1cnc2ccccc2c1=O | 12

Remaining list, next part.
Sequence of screens: TEAD-YAP block	GPR151 ag	MITF primary	FBW7 act
41	Cc1ccc(Cn2c(CO)cnc2SCCC(C)C)cc1
    -15	-0.2	-13	0.1
42	CC1CCCCC1NC(=O)c1ccc2c(c1)NC(=O)CS2 (configuration not stated)
    -4	-0.7	2	0.1
43	O=C(O)c1cccnc1SC1CC(=O)N(c2ccccc2Cl)C1=O (configuration not stated)
    -3	-0.9	-4	0.0
44	CN(C)c1ccc(C2NC(CCl)CO2)cc1 (configuration not stated)
    6	0.2	-1	-0.1
45	O=C(Cc1ccccc1)Nn1c(-c2ccccc2F)nc2ccccc2c1=O
    6	0.3	12	0.0
46	O=S(=O)(Nc1ccc(S(=O)(=O)C(F)F)cc1)c1ccccc1Br
    5	0.0	9	0.1
47	COc1ccc(S(=O)(=O)NCC2CCC(C(=O)NCc3ccccc3Cl)CC2)cc1 (configuration not stated)
    -2	1.7	-9	0.0
48	CCOC(=O)c1c(NC(=O)Cn2ccc([N+](=O)[O-])n2)sc(C(C)=O)c1C
    14	-0.8	9	0.4
49	Cc1[nH]c(=O)[nH]c(=O)c1S(=O)(=O)N1CCN(c2ccc([N+](=O)[O-])c(NCc3ccccc3)c2)CC1
    3	-0.2	21	0.5
50	CCC(CC)COC(=O)C1=C(C)NC(=O)NC1c1cc2c(cc1Br)OCO2 (configuration not stated)
    4	2.6	15	0.0
51	Cc1nc2c(C(=O)NCCCN3CC(C)CC(C)C3)cnn2c(C)c1Cc1ccccc1 (configuration not stated)
    9	0.2	15	0.1
52	COc1cc(Br)cc(/C=N/NC(=O)c2ccccc2O)c1O
    72*	-0.6	36	-0.2
53	CC(=O)Nc1ccc(Oc2cc(NC(=O)c3cc(-c4ccc(Cl)cc4)nc4ccccc34)cc([N+](=O)[O-])c2)cc1
    -6	-0.3	6	0.1
54	O=C(Nc1ccc(Br)c(Cl)c1)c1cccs1
    -44	0.5	-12	0.1
55	CCOC(=O)c1c(NC(=O)Nc2ccccc2)sc2c1CCN(C(=O)OCC)C2
    -4	0.7	-8	-0.1
56	Cc1cc2occ(CC(=O)O)c2cc1C(C)C
    -2	1.1	0	-0.1
57	CCCCNC(=O)C(=O)NCC1OCCCN1S(=O)(=O)c1ccc(F)cc1 (configuration not stated)
    7	2.5	5	0.2
58	CCOC(=O)C1=C(C)Nc2nc(SC)nn2C1c1ccc(OC)cc1 (configuration not stated)
    3	1.8	8	-0.1
59	COC(=O)C1CCN(Cc2ccccc2OCC(O)CN2CCc3ccccc3C2)CC1 (configuration not stated)
    -3	0.4	1	-0.1
60	O/N=C/c1nc(-c2ccc(Cl)cc2)n2ccccc12
    -18	1.6	-2	-0.1
61	O=C(NC1CC(=O)N(c2cccc(F)c2)C1)c1cccs1 (configuration not stated)
    -2	0.4	4	0.2
62	N#CC(C#N)=Cc1cn(CC(=O)NC2CC2)c2ccccc12
    -6	-0.8	-9	0.0
63	Cc1ccc(C2C3=C(CCCC3=O)Nc3c2c(C)nn3-c2ccccn2)o1 (configuration not stated)
    10	0.8	7	0.0
64	Cc1cc(C)c(NC(=O)CN(N=Nc2nonc2N)c2nonc2N)c(C)c1
    -27	0.7	0	0.0
65	CC(=O)Nc1ccc(NC(=O)COc2ccc(C)c(C)c2)cc1
    3	1.6	-1	-0.1
66	Cc1ccc(-c2csc3ncn(CC(=O)OC(C)C)c(=O)c23)cc1
    11	-0.1	8	0.3
67	COc1ccc(C(c2nnnn2C(C)(C)C)N2CCN(C)CC2)cc1 (configuration not stated)
    0	-0.7	-3	0.0
68	CCn1c(SCC(=O)Nc2cccc(Cl)c2)nnc1C1CC1
    -7	1.3	8	0.0
69	CC(C)(C)c1ccc(-c2nc3cc(NCc4cc(Cc5ccccc5)cc([N+](=O)[O-])c4O)ccc3o2)cc1
    -3	0.6	-5	0.1
70	O=C(CSc1nc2ccccc2o1)N/N=C/c1ccccc1
    -14	-0.1	6	-2.1

(continued)
item	structure	TEAD-YAP block	GPR151 ag	MITF primary	FBW7 act
71	COC(=O)c1ccc(CNCCC2CCC(=O)N2CCc2cccs2)cc1 (configuration not stated)	-9	0.4	5	0.0
72	CC(C)c1ccc(C2CC(c3ccc(F)cc3)=NN2c2nc(-c3ccc(I)cc3)cs2)cc1 (configuration not stated)	0	2.6	0	0.2
73	CCCN(CCC)Cc1nnc(-c2cccc(Br)c2)o1	0	-0.2	-15	0.4
74	NS(=O)(=O)c1ccc(NC(=O)C2CC2)cc1	3	0.5	12	0.0
75	O=C(CC(Nc1ccc(F)cc1)C(=O)O)c1ccccc1 (configuration not stated)	-5	1.9	-11	0.1
76	O=C(NCc1ccccc1Cl)c1ccc(OC2CCN(C(=O)C3CC3)CC2)cc1	4	-0.5	1	0.0
77	Nc1nc(-c2ccc(C(=O)NC3CC3)cc2)nc2c1ncn2-c1ccsc1	7	1.4	14	0.2
78	COc1ccc(OCC(=O)Nc2cc(NC(=O)c3ccco3)ccc2OC)cc1	-15	0.8	16	-0.1
79	COCCNC(=O)CSc1c2c(nc3ccccc13)CCCC2	-8	0.7	-2	0.0
80	CCS(=O)(=O)n1nc(NCc2cccc(OC)c2)nc1NCc1cccc(OC)c1	-22	0.9	24	0.1
81	COc1ccc(NC(=O)/C=C/c2ccc(C)o2)c(OC)c1	-19	-1.2	6	-0.3
82	COc1cccc([C@@H]2Oc3ccc(Br)cc3C(=O)C2OC(=O)Nc2cc(OC)c(OC)c(OC)c2)c1 (some centres not stated)	.	-0.6	-14	0.0
83	CCOc1ccc(NC(=S)NCCO)cc1	7	1.6	3	0.1
84	O=C1OC(c2ccccc2Cl)=N/C1=C\c1ccc(OC(=O)c2ccccc2)cc1	2	-0.8	3	-0.1
85	CC(C)C(NS(=O)(=O)c1cccc2nsnc12)C(=O)NCc1ccc(F)cc1 (configuration not stated)	11	-0.1	22	0.1
86	CC1CCC(NC(=O)CN2CCC(O)(c3ccccn3)CC2)CC1 (configuration not stated)	-2	0.2	-5	-0.1
87	Cc1ccc(C)c(Nc2nc(N3CC(C)OC(C)C3)nc3nccnc23)c1 (configuration not stated)	-7	0.2	-5	0.7
88	COc1ccc(-n2ncc3c(Nc4cc(C)ccc4C)ncnc32)cc1	40*	-1.9	-1	0.0
89	COc1ccc(C2CC(c3ccc(C)cc3)n3nc(N)nc3N2)cc1 (configuration not stated)	-8	-0.6	-8	0.1
90	CN(C)S(=O)(=O)c1ccc(NCC2COc3ccccc3O2)c([N+](=O)[O-])c1 (configuration not stated)	-8	0.5	-1	-0.2
91	O=C(O)c1cc(C(=O)O)c(C(=O)c2cc(C(=O)O)c(C(=O)O)cc2C(=O)O)cc1C(=O)O	-4	0.3	-5	-0.8
92	COc1cc(Nc2nccn3c(-c4cccc5ccccc45)cnc23)cc(OC)c1OC	16	2.7	-19	-0.6
93	COC(=O)[C@H]1CCc2ccccc2N1C(=O)C1CCCCC1	1	0.0	6	0.1
94	Cc1nnc(SCC(=O)NCc2ccccc2)s1	7	6.4*	6	0.0
95	Cn1c(SCC(=O)N2CC3(C)CC2CC(C)(C)C3)nc2ccccc21 (configuration not stated)	4	0.0	-2	0.1
96	Cc1ccc2oc(-c3cccc(NC(=O)Cc4ccc(Cl)cc4)c3)nc2c1	-2	0.8	9	0.2
97	CCOc1ccc2nc(Cl)c(C3C(C(=O)OC)=C(C)NC(C)=C3C(=O)OC)cc2c1	5	0.4	5	0.2

High-throughput results: PubChem BioAssay, The Scripps Research Institute Molecular Screening Center
